Screening results (PubChem BioAssay)
CaV13 FRET inh = Primary screen for inhibitors of IQ motif and Ca2+-dependent inactivation inhibitor domain binding in CACNA1D, Förster resonance energy transfer in living cells, … | HEK cells, CFP/YFP FRET ICDI-IQ, plate reader, 10 min; percent FRET-ratio fall versus neutral wells | inhibition, % at 12.3 µM | 0.098% of 340,000 active;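 active = mean replicate inhibition of at least 30% and at least 1% of replicates passing that level; inconclusive = only one of the two criteria is met; inactive = neither criterion is met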;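 also: 0% = median of the neutral control wells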
Vif inh = HIV Vif inhibition. HEK293T cells, Vif self-association by quenched fluorescence, imaging, 24 h. 0.35% of 340,000 active. inhibition, % at 7.49 µM. AID 602346; in the data active = inhibition above about 50%, passing the limit was not always enough; inconclusive = no clear call, values can overlap the other calls; inactive = below about 31%; also: some results filed as inactive read as strong as hits
Peg3 promoter = Peg3 promoter activity inhibition. HeLa PEG-Prom luciferase reporter, luminescence, overnight. inhibition, % at 20 µM. 1.7% of 360,000 active. AID 588405;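 active = inhibition of at least 50% at 20 µM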
NR2E3 ag-1 = agonists of human NR2E3 nuclear receptor; Q9Y5X4; 0.35% of 360,000 active; CHO-S Gal4-NCOR/VP16-NR2E3 two-hybrid, luciferase; inhibition of corepressor binding, % at 3.98 µM; AID 602229;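 active = inhibition above the mean of all tested compounds plus 3 SD, cut at about 70% in these data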;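 also: 0% = DMSO with NR2E3 transfected cells and 100% = cells lacking NR2E3 construct; higher means lower luciferase signal from less NR2E3 corepressor binding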
Target sequence (Q9Y5X4 whole entry, looked up, the tested form may be a part): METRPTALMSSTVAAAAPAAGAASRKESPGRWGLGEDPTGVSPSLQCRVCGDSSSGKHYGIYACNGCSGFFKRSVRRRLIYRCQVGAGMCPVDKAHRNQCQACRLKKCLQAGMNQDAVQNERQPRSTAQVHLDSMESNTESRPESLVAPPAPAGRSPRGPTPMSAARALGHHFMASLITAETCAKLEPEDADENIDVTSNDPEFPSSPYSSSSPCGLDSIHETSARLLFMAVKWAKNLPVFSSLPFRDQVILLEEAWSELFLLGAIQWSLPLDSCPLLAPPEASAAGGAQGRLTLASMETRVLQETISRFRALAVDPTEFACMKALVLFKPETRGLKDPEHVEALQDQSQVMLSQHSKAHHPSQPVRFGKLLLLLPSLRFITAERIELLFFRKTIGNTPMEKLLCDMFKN
iPSC survival up = enhancers of human iPSC single-cell survival. hiPSC single-cell survival, ATPlite luminescence; 100% = ROCK inhibitor wells, 0% = DMSO. survival enhancement, % at 20 µM. 0.044% of 360,000 active. AID 602274; in the data active = survival enhancement above about 18%;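 also: cells exposed to compounds for 16 hours before the ATP read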
Granule exo inh = lytic granule exocytosis inhibition | inhibition, % at 10 µM | 0.66% of 360,000 active | TALL-104 LAMP-1 surface exposure, flow cytometry; cells stimulated with thapsigargin and PMA | AID 651702;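 active = inhibition above about 55%, limit read from the data; inconclusive = no clear call, values can overlap the other calls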
NR2E3 ag-2 = activates human photoreceptor nuclear receptor NR2E3; 0.12% of 320,000 active; inhibition of corepressor binding, % at 4.78 µM; AID 2300; GST-NR2E3/biotin-RetCOR TR-FRET, 1536-well; Q9Y5X4;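 active = percent inhibition above the cutoff of mean plus 3 SD of all tested compounds, set per screening campaign, cut at about 20% in these data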;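 also: 0% = DMSO wells and 100% = biotin wells as full block of FRET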
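Assay system: NR2E3–RetCOR corepressor complex. Quantity: 1.35 nM GST-NR2E3. Buffer or medium: pH 7.5 Tris-based buffer. Reagent: biotinylated RetCOR corepressor at 7 nM final. Schedule: 5 h at 4 °C. Detection: TR-FRET, emission read at 617 and 671 nm. Replicates: one well per compound, singlicate testing.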
HIF-2a inh = inhibitors of HIF-2a | inhibition, % at 18.8 µM | 786-0 RCC cells HIF-2a reporter, luciferase luminescence, overnight | AID 624352 | 0.72% of 360,000 active;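 active = inhibition of the luminescence signal of 40% or more relative to plate controls, in a single-dose primary screen at 18.75 µM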
aDG glyco up = alpha-DG glycosylation activation; 0.22% of 360,000 active; Pro5-aDG cells, alpha-DG glycosylation AlphaScreen (IIH6); 0% Pro5, 100% B10-LARGE cell signal; activation, % at 10 µM;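 active = activation of at least 8% versus controls, or a plate z-score of at least 8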;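 also: Pro5 are CHO cells carrying HIG-tagged alpha-DG that lacks glycosylation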
MITF TRPM1 inh = MITF TRPM1 promoter inhibition in SK-MEL-5 cells | SK-MEL-5 TRPM1 promoter luciferase, 24 h | inhibition, % at 12.5 µM | 0.83% of 330,000 active | AID 488899;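 active = mean inhibition across replicates of 60% or more, whatever share of single replicates reaches that level; inconclusive = some that reach 60%, reason not given; inactive = mean inhibition across replicates below 60%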; also: values of inactives mirror those of a sister screen read the other way
PDI inh = PDI (human) enzyme inhibition; 0.052% of 350,000 active; AID 588391; PDI insulin aggregation turbidity, A650, 90 min; inhibition, % at 10 µM; P07237;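 active = mean inhibition across replicates of 30% or more, whatever share of single replicates reach that level; inconclusive = mean inhibition below 30% while every single replicate reaches 30%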;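 also: absorbance from insulin aggregation driven by PDI reduction with DTT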
Target sequence (P07237 whole entry, looked up): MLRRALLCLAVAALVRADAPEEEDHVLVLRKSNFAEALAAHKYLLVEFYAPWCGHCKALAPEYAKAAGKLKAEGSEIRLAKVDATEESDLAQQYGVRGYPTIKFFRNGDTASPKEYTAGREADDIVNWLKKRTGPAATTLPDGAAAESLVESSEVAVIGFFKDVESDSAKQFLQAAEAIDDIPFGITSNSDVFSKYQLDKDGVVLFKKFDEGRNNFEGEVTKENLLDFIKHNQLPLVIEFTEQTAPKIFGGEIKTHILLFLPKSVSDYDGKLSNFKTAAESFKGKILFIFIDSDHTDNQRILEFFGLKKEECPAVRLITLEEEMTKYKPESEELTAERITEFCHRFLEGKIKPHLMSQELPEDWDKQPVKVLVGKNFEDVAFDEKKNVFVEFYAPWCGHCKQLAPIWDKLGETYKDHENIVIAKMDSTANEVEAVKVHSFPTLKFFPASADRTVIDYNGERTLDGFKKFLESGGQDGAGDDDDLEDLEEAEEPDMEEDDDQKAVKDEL
* marks the source's active call; other numbers are inactive results; ? = inconclusive; nt = not tested or not shown.

SMILES	CaV13 FRET inh	Vif inh	Peg3 promoter	NR2E3 ag-1	iPSC survival up	Granule exo inh	NR2E3 ag-2	HIF-2a inh	aDG glyco up	MITF TRPM1 inh	PDI inh
CC(=O)c1cccc(N(CC(=O)N2CCOCC2)S(C)(=O)=O)c1	-8	2	15	11	0.2	-1	4	3	-0.1	7	-6
CC(C)COC(=O)N(C)C[C@@H]1OCc2cnnn2CCCC(=O)N([C@@H](C)CO)C[C@@H]1C	-9	6	3	-9	6.4	-2	nt	3	0.0	nt	12
CN(C(=O)c1ccc(N2CCOCC2)c([N+](=O)[O-])c1)C1CCCCC1	0	-5	-17	-11	0.1	-4	-2	-18	-0.1	-4	0
CCOC(=O)c1sc(NC(=O)CSCc2c(C)noc2C)nc1C	-2	-2	13	-2	0.7	1	3	4	0.0	-2	-3
CN(Cc1cnn(C)c1)C(=O)C1CCC(=O)N(C2CCCCCC2)C1 (configuration not stated)	nt	6	-3	-15	-0.2	-6	2	-10	0.0	-1	8
Nc1cc(Cl)ccc1N1CCCC1	-1	12	-1	17	-0.1	-1	1	16	-0.4	1	10
CCC(=O)N1CCc2cc(S(=O)(=O)NCCC(=O)Nc3ccc(OC)cc3)ccc21	-3	-6	11	-17	-0.3	0	-3	-10	0.0	0	-12
Cc1[nH]c2ccccc2c1C(=O)CSc1ccc(Cl)cc1	-11	23	-43	-28	0.3	-2	0	-74	-0.1	-11	-10
CCOc1cc(S(=O)(=O)N2CCCCC2)ccc1Cl	nt	nt	16	-2	3.1	0	2	21	-0.2	7	0
Fc1ccc(Cn2c(SCc3ccc(F)c(F)c3)nnc2C(F)(F)F)cc1	-9	9	10	-17	-0.5	-1	6	-37	0.1	-18	-2
COc1ccc(NC(=S)N(CCCOC(C)C)C2CCN(C(C)=O)CC2)cc1Cl	-18	19	-6	14	0.1	5	6	2	0.0	-4	2
Cc1ccc(S(=O)(=O)C(F)(F)F)cc1NC(=O)c1cccnc1	-3	-6	8	-10	-3.5	0	3	11	0.2	-3	0
CCN1CCN(c2ccc(NC(=O)c3cccc(N4CCCC4=O)c3)cc2)CC1	-3	18	-100	-27	-0.4	0	0	-101	0.2	-4	-15
COc1ccc(-c2csc(N3C(=O)CNC3=S)n2)cc1	-4	-8	-198	-133	-1.7	4	2	-120	-0.2	2	-4
CNS(=O)(=O)c1cc(Cl)ccc1Sc1ccccc1C(=O)O	-5	1	4	-7	-1.0	-3	-3	11	0.1	-1	20
OC(CNC1CCCCC1)COCCOc1ccc(Br)cc1 (configuration not stated)	-3	-4	15	-2	-3.0	-1	-3	7	0.6	-1	6
COc1ccc(C(C)(C)C)cc1S(=O)(=O)N1CCC(C(N)=O)CC1	-5	-3	7	-29	1.5	-3	2	9	-0.3	11	-5
O=C(Cc1cc(=O)[nH]c(=O)[nH]1)N1CCN(C(=O)c2ccco2)CC1	-6	7	14	-11	-1.9	-3	4	6	-0.1	8	12
Cc1cccc(CC(=O)Nc2ccc(C(=O)N3CCOCC3)cc2)c1	-2	-6	1	-23	-0.5	-3	5	-24	0.5	4	-2
Nc1c(C(=O)CSc2n[nH]c(-c3ccccc3Br)n2)c(=O)[nH]c(=O)n1C1CC1	-6	-5	1	-12	-0.5	-2	2	11	0.1	-1	-4
COc1ccc2c(CN3CCOCC3)cc(=O)oc2c1	-5	nt	9	18	-0.1	-1	nt	-4	3.4	nt	nt
CCc1ccc2c(c1)C(NC(C)=O)C(=O)N2CC (configuration not stated)	-6	22	1	-1	-2.3	-4	1	14	0.0	12	-17
CCN(c1ccccc1)S(=O)(=O)c1ccc(C(=O)N2CCN(c3ccccc3F)CC2)cc1	-13	?	12	6	3.0	-1	nt	8	0.0	nt	-12
CC(Oc1ccc(Cl)cc1)c1ccnn1S(C)(=O)=O (configuration not stated)	-4	0	9	-11	-1.7	4	-3	16	0.1	3	-4
CCC(Nc1ccc(OC)cc1)C(=O)N/N=C/c1ccc([N+](=O)[O-])cc1 (configuration not stated)	-9	-1	-9	-21	1.9	0	0	-13	-0.3	-7	1
CCn1c2ccccc2c2cc(NC(=O)C(=O)N3CCOCC3)ccc21	-5	2	-142	-52	0.5	1	0	-154	0.7	-69	10
O=C(NCc1ccccc1)Nc1cc(Cl)ccc1Cl	4	7	-7	-1	-0.4	2	0	-4	0.0	-8	10
COc1ccc(Oc2c(C)oc3c(CN(C)C)c(O)ccc3c2=O)cc1	-6	-2	10	-15	0.1	11	-1	0	0.2	-5	-5
O=C(NCC1CCCO1)C1c2ccccc2C(=O)N1C1CCCCCCC1 (configuration not stated)	-1	4	9	-26	2.6	-2	-2	11	0.0	-2	2
O=C1CSC(=S)N1N=Cc1ccc(OCc2ccccc2)cc1	-1	2	-168	-68	-0.2	-3	nt	-103	-0.3	nt	16
CCS(=O)(=O)n1nc(-c2ccco2)nc1SC	-5	1	5	9	1.6	1	-2	12	-0.1	5	4
Cc1[nH]nc(Nc2ccc(Br)cc2)c1[N+](=O)[O-]	-5	-1	-273	-166	0.2	-7	-1	-300	0.1	-62	2
Nc1nc(N)c(N=O)c(Nc2ccc(Cl)c(Cl)c2)n1	-11	nt	nt	11	-2.7	24	nt	-20	-0.3	nt	nt
O=C(N/N=C/c1ccco1)c1cc(-c2ccc(Br)s2)[nH]n1	-12	-7	-11	-9	-0.4	1	-6	-11	0.0	-4	13
C/C(=N\NC(=O)c1cccc(S(=O)(=O)N2CCOCC2)c1)c1cc2ccccc2o1	-5	0	12	-25	-0.3	4	-2	8	0.1	11	16
Cc1cc(C)nc(SCC(=O)Nc2ccc(N3CCOCC3)c(Cl)c2)n1	-2	-10	3	74*	-2.2	?	2	-3	3.8	15	-10
O=C1CCN(C(=O)/C=C/c2ccccc2)c2ccccc21	-4	-1	-34	-21	-2.2	4	3	-52	0.1	-6	6
COC(=O)c1ccc2c(=O)n(NC(=O)C(c3ccccc3)c3ccccc3)c(=S)[nH]c2c1	-5	-2	3	8	-3.3	-1	7	12	-0.2	10	-3
CCOC(=O)N1CCC(c2cc(=O)n3[nH]c(-c4ccccc4)cc3n2)CC1	-7	27	-10	-55	-1.1	-1	4	-7	-0.2	12	-7
O=C(NCCCN1CCCC1=O)c1ccc(CNS(=O)(=O)c2ccc(F)cc2)cc1	-5	9	19	-3	3.6	-7	-1	6	0.1	-15	3

Entries listed so far that have a CF3 group, in the order listed:
SMILES	CaV13 FRET inh	Vif inh	Peg3 promoter	NR2E3 ag-1	iPSC survival up	Granule exo inh	NR2E3 ag-2	HIF-2a inh	aDG glyco up	MITF TRPM1 inh	PDI inh
Fc1ccc(Cn2c(SCc3ccc(F)c(F)c3)nnc2C(F)(F)F)cc1	-9	9	10	-17	-0.5	-1	6	-37	0.1	-18	-2
Cc1ccc(S(=O)(=O)C(F)(F)F)cc1NC(=O)c1cccnc1	-3	-6	8	-10	-3.5	0	3	11	0.2	-3	0

More structures:
SMILES	CaV13 FRET inh	Vif inh	Peg3 promoter	NR2E3 ag-1	iPSC survival up	Granule exo inh	NR2E3 ag-2	HIF-2a inh	aDG glyco up	MITF TRPM1 inh	PDI inh
COc1cc(OC)cc(C(=O)NCc2cc(C)nc3ccccc23)c1	4	4	20	-3	-2.1	3	-9	15	-0.1	24	-6
Cc1cc(C)n2ncnc2n1	-4	4	11	-2	-2.1	0	-2	6	0.2	11	2
N=C(CC1CC(=O)NC(=O)C1)C1=C(O)CCCC1=O	-5	0	-3	11	3.2	-2	1	14	-0.2	4	3
COc1cccc(OCCNC(=O)c2ccccc2Sc2ccccc2C#N)c1	-5	-11	8	4	2.6	-4	0	19	0.7	-5	-4
CCOC(=O)C1CCCN(C(=O)c2ccc3c(c2)OCO3)C1 (configuration not stated)	-5	-1	6	1	2.1	0	-2	-3	-0.4	5	-9
CC(=O)C(Cc1cccc(F)c1)(Cc1cccc(F)c1)C(C)=O	0	7	12	17	0.3	-5	2	13	-0.2	-14	-4
CC(/C=N/N1CCN(Cc2ccccc2)CC1)=C\c1ccccc1	6	2	-44	-2	-0.8	2	3	-90	-0.3	-46	5
Cc1cc(C)n(C(=O)CNC(=O)C(c2ccccc2)c2ccccc2)n1	nt	10	2	-14	-2.4	1	1	9	-0.3	-12	-4
CC1CC(C)CN(CCOc2ccccc2-c2ccccc2)C1 (configuration not stated)	-5	4	14	-21	1.8	1	-3	3	0.1	-7	2
O=C(Cc1ccccc1)NCc1ccncc1	2	-3	-5	-33	0.0	12	2	12	-0.3	-14	-2
CCOC(=O)C1CC(c2ccccc2)=NNC1=O (configuration not stated)	-6	7	-11	-19	-1.4	-5	0	9	-0.2	5	-4
C#CCOCCOCCOCCNc1nc(N2CCN(C(=O)[C@H]([C@@H](C)CC)n3cc(CCCN=C(N)N)nn3)CC2)nc(N2CCN(C(=O)[C@H]([C@@H](C)CC)n3cc(CCC(=O)O)nn3)CC2)n1	-9	-4	3	-20	-0.2	2	nt	14	0.2	-3	1
COc1ccccc1CCCNC(=O)C1CCC(=O)N(CCN2CCOCC2)C1 (configuration not stated)	-6	nt	15	-9	2.0	-4	1	12	-0.1	0	5
Cc1cccc(NC(=O)NCc2ccc3c(c2)cc(C)n3C)c1	-7	6	7	-23	0.0	-2	2	-2	-0.2	4	1
CC(NC(=O)c1ccccc1Cl)c1ccc(-n2ccnc2)cc1 (configuration not stated)	nt	-7	17	-18	-0.5	1	2	4	0.1	18	-3
Cc1ccccc1OCC(=O)Nc1ccc2[nH]ncc2c1	?	-10	-66	-34	-0.4	-4	2	-77	-0.1	-17	1
O=C(COC(=O)c1ccc(Cl)nc1)NNC(=O)c1ccc(Br)cc1	-21	-4	-1	-21	-0.4	0	3	1	0.5	8	3
O=C(O)C1CCCCC1C(=O)NCCc1cccc(Cl)c1 (configuration not stated)	-6	16	-2	-3	-1.5	-1	-4	-7	0.5	2	0
COc1cc(C2CC(=O)Oc3cc(C)cc(C)c32)cc(OC)c1OC (configuration not stated)	-6	0	1	12	1.8	0	nt	10	0.0	0	-1
CCOC(=O)c1c(NC(=O)CSc2nc3ccccc3[nH]2)sc2c1CC(C)(C)NC2(C)C	-6	6	29	-15	-0.3	-1	2	13	2.7	5	3
CC1=CC(C)C(C(=O)O)C(C(=O)O)C1 (configuration not stated)	-7	nt	0	-1	-0.4	4	1	10	-0.3	-16	10
CC1=Nc2ccccc2/C1=C/c1c(N)n2c(S(=O)(=O)CC(C)C)nsc2nc1=O	4	0	6	2	-1.3	11	nt	13	-0.1	11	10
CC1(C)CC(NS(=O)(=O)c2ccccc2)CC(C)(C)N1	-7	4	8	-1	3.2	2	0	19	-0.3	3	-12
COC(=O)c1scc(S(C)(=O)=O)c1-n1cccc1	-4	-4	9	-20	-0.4	-4	4	17	0.0	nt	6
Cc1noc(/C=C/N(C)C)c1S(=O)(=O)N(C)Cc1ccc(F)cc1	-16	-2	9	11	-0.6	5	2	11	0.2	2	6

Compounds were not picked by outcome. About 3.5% of those tested had a hit in this group.
